# From PubChem BioAssay
# Scp-1 inhibitor = Scp-1 (human) phosphatase inhibition. Q9GZU7. Recombinant Scp1, phosphopeptide, malachite green phosphate absorbance. inhibition, % at 20 µM. 0.88% of 340,000 active. AID 493091;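 active = inhibition above about 50% at 20 µM, limit read from the data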;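 note: plate controls were DMSO wells with enzyme for no effect and wells lacking enzyme for full effect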
# Target sequence (Q9GZU7 76-261 limits assumed): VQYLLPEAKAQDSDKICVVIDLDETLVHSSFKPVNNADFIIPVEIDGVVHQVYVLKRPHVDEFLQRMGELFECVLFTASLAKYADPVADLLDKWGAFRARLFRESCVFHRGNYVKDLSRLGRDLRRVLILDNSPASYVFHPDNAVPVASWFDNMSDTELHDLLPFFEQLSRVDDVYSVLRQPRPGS
#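 Test system: SCP-1 phosphatase catalytic domain, residues 76-261; measured by: colorimetric phosphate reagent with accelerator and stabiliser, absorbance at 630 nm; timing: enzyme reaction 45 min at room temperature, colour 5 min, stabilisation 30 min; also added: Phosphorylated 17-residue peptide substrate; compound dosing: one concentration, 20 µM, with 1.0% DMSO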
# LMPTP inh = blocks human LMPTP phosphatase; P24666; recombinant LMPTP-A, OMFP fluorogenic substrate, fluorescence intensity; inhibition, % at 20 µM; 0.22% of 360,000 active;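 active = compounds that cut the enzyme signal by at least half of the control window in the single-dose screen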;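 note: plate controls were DMSO wells with enzyme plus substrate for no effect and substrate without enzyme for full effect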
# Target sequence (P24666 whole entry, looked up): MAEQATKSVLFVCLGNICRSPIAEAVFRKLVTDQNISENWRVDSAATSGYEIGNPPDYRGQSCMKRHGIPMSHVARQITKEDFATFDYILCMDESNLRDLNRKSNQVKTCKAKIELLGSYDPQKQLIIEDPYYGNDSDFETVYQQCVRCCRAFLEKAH
#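 Test system: LMPTP-A phosphatase enzyme; input: 0.625 nM LMPTP-A final; reagent: OMFP substrate, 400 µM final; compound dosing: 20 µM single dose, 3% DMSO; incubation: 50 min dark incubation at room temperature; measured by: endpoint fluorescence intensity from OMFP dephosphorylation; measure: % inhibition relative to no-enzyme and uninhibited control wells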
# Neddylation inh = inhibitors of human cullin neddylation; P61081+Q13564; TR-FRET cullin neddylation, biochemical; calls only at 25 µM; 0.58% of 360,000 active; AID 651699; in the data active = inhibition above about 36%
# Tb MetRS inh = Trypanosoma brucei MetRS inhibition; purified T. brucei MetRS, ATP depletion, Kinase-Glo luminescence; 0.4% of 360,000 active; inhibition, % at 11.9 µM; AID 624268;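 active = inhibition above a per-plate cutoff of the control wells' mean inhibition plus 3 SD, cut at about 5.5% in these data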;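 note: 0% = DMSO wells median and 100% = median of wells with control inhibitor compound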
#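 System: purified T. brucei MetRS enzyme / Detection: Kinase-Glo luciferase luminescence reporting remaining unconsumed ATP / Medium: HEPES buffer with MgCl2, KCl, DTT, spermine, BSA, pyrophosphatase / Replication: singlicate, one well per compound / Evaluation: percent inhibition relative to median high and low control wells / Schedule: 2 h aminoacylation at 25 °C after 15 min preincubation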
# DNMT1 block = inhibitors of human DNMT1 | P26358 | DNMT1 molecular beacon, Hinp1I cleavage, fluorescence | inhibition (reported as % activation of signal), % at 10 µM | 0.83% of 360,000 active | AID 588458; in the data active = inhibition above about 50%
# CendR NRP1 mod = NRP-1/CendR interaction modulation | O14786 | FAM-RPARPAR peptide binding to NRP-1, fluorescence polarization | inhibition, % at 25 µM | 0.85% of 360,000 active;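 active = inhibition or corrected inhibition above about 18%, plus a signal ratio from 0.5 to 1.5, limit read from the data, passing the limit was not always enough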; note: strong numbers were not always called active
# STEP inh = inhibitors of human striatal-enriched phosphatase STEP; inhibition, % at 20 µM; 0.25% of 360,000 active; P54829; recombinant STEP, OMFP fluorogenic substrate, fluorescence;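 active = inhibition at 20 µM, scaled per plate between control wells, above about 37%, limit read from the data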;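 note: 0% = DMSO with enzyme and substrate and 100% = substrate only without enzyme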
# Target sequence (P54829 whole entry, looked up): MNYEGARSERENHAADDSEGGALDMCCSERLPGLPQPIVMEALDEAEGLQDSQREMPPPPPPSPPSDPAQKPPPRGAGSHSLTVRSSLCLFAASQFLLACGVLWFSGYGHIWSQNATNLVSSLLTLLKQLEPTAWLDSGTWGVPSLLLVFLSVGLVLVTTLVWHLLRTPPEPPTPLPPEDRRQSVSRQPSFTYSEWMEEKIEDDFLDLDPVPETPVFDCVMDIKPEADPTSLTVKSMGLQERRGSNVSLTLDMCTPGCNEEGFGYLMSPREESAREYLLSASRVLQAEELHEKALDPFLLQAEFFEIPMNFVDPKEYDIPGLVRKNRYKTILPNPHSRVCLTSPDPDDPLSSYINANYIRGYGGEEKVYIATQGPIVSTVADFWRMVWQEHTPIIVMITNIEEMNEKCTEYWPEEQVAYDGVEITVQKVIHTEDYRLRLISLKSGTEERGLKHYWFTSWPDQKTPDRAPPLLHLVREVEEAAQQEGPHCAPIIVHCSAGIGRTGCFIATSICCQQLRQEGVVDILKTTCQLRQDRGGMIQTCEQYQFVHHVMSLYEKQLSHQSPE
#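 material = STEP tyrosine phosphatase | reagent = fluorogenic phosphatase substrate OMFP at 25 µM final | doses = single compound dose of 20 µM, 1% DMSO final | schedule = 20 min reaction, room temperature, in the dark | measured by = fluorescence, 480/540 nm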
# SKN-1 block = inhibitors of C. elegans SKN-1; C. elegans VP596 Pgst-4::GFP/RFP ratio, acrylamide-induced, 24 h; inhibition, % at 21.8 µM; 0.49% of 360,000 active;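 active = interference check ratio from 0.5 to 1.5 plus GFP to RFP signal ratio inhibition reaching or exceeding a fixed threshold, cut at about 30% in these data, passing the limit was not always enough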; note: some compounds called inactive have numbers as strong as hits
# SUMO1 PPI mod = alters human SUMO1 binding to SIM partners; SUMO1 binding to a labelled peptide, TR-FRET, 1 h; inhibition, % at 20 µM; 0.33% of 360,000 active; AID 602429; P63165; in the data active = inhibition above about 37%
# NadD block = inhibitors of Staphylococcus aureus NadD; purified NadD enzyme, colorimetric absorbance read-out; inhibition, % at 20 µM; AID 602399; 0.78% of 360,000 active; in the data active = inhibition above about 26%; note: some compounds past the cut are filed as inactive
# Active calls of the source: *; i = inactive; x = not tested or not shown.
SMILES,Scp-1 inhibitor,LMPTP inh,Neddylation inh,Tb MetRS inh,DNMT1 block,CendR NRP1 mod,STEP inh,SKN-1 block,SUMO1 PPI mod,NadD block
COc1cccc(Cc2n[nH]c(=S)n2Cc2ccco2)c1,2.7,-2.7,i,-0.3,1.7,3.6,-0.4,-8.9,4.3,2.3
CCOC(=O)C1CCN(CCC(=O)Nc2cccc(Cl)c2)CC1,-6.0,-1.4,i,0.0,0.1,-3.9,-0.8,4.4,1.5,-0.3
CCC(c1nnnn1C(C)(C)C)N1CCN(C/C=C/c2ccccc2)CC1 (stereo unspecified),x,-1.5,i,-0.2,9.2,7.9,0.8,-0.1,2.3,-6.6
Cc1cc(NC(=O)COC(=O)c2oc3c(Cl)cccc3c2C)no1,-4.9,2.0,i,-0.1,12.4,-4.6,0.8,12.1,3.6,10.8
NC(=O)C1CCN(C(=O)COc2ccc3c4c(c(=O)oc3c2)CCC4)CC1,12.2,-0.8,i,0.4,-0.3,-6.3,1.1,-1.3,1.4,-2.9
COc1ccccc1C(=O)COC(=O)C1CCN(S(=O)(=O)c2ccccc2)CC1,x,-0.9,i,0.6,-3.4,-1.4,0.5,0.6,3.2,-12.1
COc1ccc(NS(=O)(=O)c2ccc3oc(SC(C)C(N)=O)nc3c2)cc1 (stereo unspecified),-1.6,1.1,i,-0.3,0.8,-5.6,-2.3,-7.9,9.8,-7.0
Cn1c(C2=C(O)CN(c3ccccc3)C2=N)nc2ccccc21,-3.6,-1.2,i,-0.5,5.0,-2.1,-4.7,0.5,1.3,-5.4
CCc1nnc(NC(=O)CCC(=O)N2CCN(C3c4ccccc4-c4ccccc43)CC2)s1,71.9*,0.4,i,-0.4,-2.2,8.1,0.6,8.0,-5.0,-0.5
O=[N+]([O-])/C(Cl)=C(/NCCO)C(Cl)=C(Cl)Cl,2.2,2.2,i,-0.2,8.3,1.5,1.0,-0.6,1.3,4.1
COCCN(C(=O)COC(=O)CCCOc1ccc(OC)cc1)c1c(N)n(Cc2ccccc2)c(=O)[nH]c1=O,-11.4,0.0,i,-0.4,9.3,5.4,0.8,7.4,-1.0,-0.2
COc1ccc(C)cc1S(=O)(=O)NC(C)C(=O)NC1CC1 (stereo unspecified),-2.2,-0.2,i,-0.3,0.7,0.6,-0.3,-4.4,2.1,-5.0
O=C(NCCCN1CCOCC1)c1ccc(Br)s1,-2.8,-3.4,i,1.1,9.3,7.3,-4.5,9.4,0.4,-5.0
Cn1c(SCC(=O)NC2CCCCC2)nnc1-c1cc2cc(Cl)ccc2o1,35.8,0.7,i,-0.1,22.9,10.7,3.8,16.9,-1.3,1.7
COc1cccc(/C=N/NC(=O)c2cnccn2)c1,-2.7,0.6,i,-0.5,0.9,7.0,-2.5,3.1,-5.5,-6.6
O=C(CN(CCc1ccccc1)C(=O)CNS(=O)(=O)c1ccc(F)cc1)NCC1CCCO1 (stereo unspecified),-13.1,-2.0,i,-1.1,-2.6,9.3,-2.6,12.5,-2.8,-1.2
Oc1c(N=NC(=S)Nc2ccccc2F)c2ccccc2n1Cc1ccccc1F,-11.5,0.6,i,-0.3,-3.4,-13.0,1.3,1.1,-0.8,16.0
O=C(Nc1ccc(F)cc1)N1CCCCCC1,-6.9,-6.1,i,-0.3,3.7,14.8,-1.4,4.8,-0.7,-5.0
CNC(=O)c1sccc1-n1cccc1,0.4,-0.7,i,-1.5,1.5,-0.6,-4.2,-1.3,3.4,-2.1
COc1cccc(-c2nn(C)c3sc(C(=O)NCc4ccc5c(c4)OCO5)cc23)c1,-15.3,5.8,i,0.1,-13.7,0.8,-1.7,-8.0,19.9,-5.0
Nc1nnnn1CC(=O)N/N=C/c1cccs1,-3.1,-0.4,i,-0.4,2.7,2.5,1.8,6.1,-7.9,0.9
CN1CCN(/N=C/c2ccc(C#N)cc2)CC1,-2.9,0.5,i,-0.6,-3.8,-14.3,3.4,3.8,-8.3,-2.2
Oc1ccc(Cc2ccc(Cl)cc2)c(O)c1,-4.4,1.5,i,0.7,-4.0,-6.1,-6.0,-2.5,2.1,-8.2
CCCCN(CCCC)C(=O)/C=C/c1cccc([N+](=O)[O-])c1,-18.7,1.0,i,-0.8,2.4,-0.7,1.0,-12.2,-16.4,-4.4
CC(=O)C(C)n1c(CN2CCN(C(=O)c3ccco3)CC2)nc2c1c(=O)n(C)c(=O)n2C (stereo unspecified),-5.7,-1.0,i,-0.6,4.5,14.3,-0.6,1.5,1.7,5.4

# Compounds listed so far that contain a nitro group on carbon (2):
SMILES,Scp-1 inhibitor,LMPTP inh,Neddylation inh,Tb MetRS inh,DNMT1 block,CendR NRP1 mod,STEP inh,SKN-1 block,SUMO1 PPI mod,NadD block
O=[N+]([O-])/C(Cl)=C(/NCCO)C(Cl)=C(Cl)Cl,2.2,2.2,i,-0.2,8.3,1.5,1.0,-0.6,1.3,4.1
CCCCN(CCCC)C(=O)/C=C/c1cccc([N+](=O)[O-])c1,-18.7,1.0,i,-0.8,2.4,-0.7,1.0,-12.2,-16.4,-4.4

# (more compounds)
SMILES,Scp-1 inhibitor,LMPTP inh,Neddylation inh,Tb MetRS inh,DNMT1 block,CendR NRP1 mod,STEP inh,SKN-1 block,SUMO1 PPI mod,NadD block
O=C(COc1ccc(C(=S)N2CCCC2)cc1)Nc1ccccc1C(F)(F)F,3.4,1.3,i,0.0,0.5,-7.9,5.1,13.2,2.2,-5.9
O=[N+]([O-])c1cc([N+](=O)[O-])c(Oc2c(F)cc(F)cc2F)cc1NN1CCCCC1,-0.2,0.0,i,-0.1,2.7,-4.8,1.1,3.6,-8.8,3.0
O=C(COC(=O)C1CC2C=CC1C2)Nc1cccc(S(=O)(=O)N2CCOCC2)c1 (stereo unspecified),7.7,0.8,i,-0.5,-0.6,3.2,-3.5,9.3,-5.2,-10.9
COc1ccc(-n2c(=O)[nH]c3c(C(N)=O)nc(C4CCCCC4)nc32)cc1,-4.7,0.7,i,-0.1,-0.8,2.3,1.0,8.5,-0.2,5.3
Cn1ncc2c(Nc3ccc(O)cc3)nc(Cl)nc21,-7.1,-2.3,i,0.3,0.7,-0.6,-1.6,-3.3,6.1,-1.3
O=C(NCc1cccc(Cl)c1)c1ccco1,-4.4,-0.5,i,0.2,-5.5,-2.8,-3.3,7.2,0.5,-3.6
CCOc1ccc(S(=O)(=O)N2CCC(C(=O)NCC3CCCO3)CC2)cc1Cl (stereo unspecified),-0.8,-1.9,i,-1.1,4.2,13.4,-2.5,3.6,0.6,0.1
CN(CCCNC(=O)c1ccc(/C=N/O)nc1)CCCN(C)Cc1ccccc1,-9.4,-5.0,i,-0.3,2.1,-1.1,-1.2,-7.1,-21.9,4.8
CCOc1ncccc1C(=O)OCC(=O)Nc1ccc(-c2nc3ccc(C)cc3s2)cc1,5.5,-1.4,x,-0.2,26.1,-17.4,-4.9,2.2,-0.5,-6.1
O=C(CSc1nc(C2CC2)nc2ccccc12)Nc1ccccc1Cl,-5.9,4.7,i,-0.1,10.7,4.0,-0.1,-10.2,-2.1,-9.2
Cc1ccc(-n2nc3ccc(NC(=O)/C=C/c4ccco4)cc3n2)cc1C,9.6,5.4,x,-0.3,30.7,-14.0,1.9,21.6,4.5,16.1
Cc1ccc(C(=O)NCCNC(=O)CN2CCOCC2)cc1,-4.4,-0.8,i,-0.2,-0.9,-12.5,-1.3,-4.9,-3.3,1.4
Cc1c(Cl)cccc1NC(=S)N=Nc1c(O)n(CN2CCOCC2)c2ccccc12,-4.0,1.0,i,x,-3.7,-5.2,1.4,0.6,0.3,3.8
CC(C)COC(=O)C(N)C(C(=O)OCC(C)C)c1ccccc1 (stereo unspecified),20.6,0.7,i,-0.9,1.9,29.7*,-0.9,0.8,-2.2,-5.6
COC(=O)CN1C(=O)CSc2ccc(S(=O)(=O)N3CCC(C)CC3)cc21,x,-0.3,i,0.0,-1.4,1.2,-1.7,-4.8,3.2,-4.8
Cc1ccc(S(=O)(=O)c2nc(S(C)(=O)=O)sc2NCC2CCCO2)cc1 (stereo unspecified),-5.7,-2.8,i,-0.5,-12.8,4.0,-1.0,13.0,-4.4,4.9

# 3 of these compounds, set out differently:
Structure: CN(CCCNC(=O)c1ccc(/C=N/O)nc1)CCCN(C)Cc1ccccc1
  Scp-1 inhibitor: -9.4 | LMPTP inh: -5.0 | Neddylation inh: i | Tb MetRS inh: -0.3 | DNMT1 block: 2.1 | CendR NRP1 mod: -1.1 | STEP inh: -1.2 | SKN-1 block: -7.1 | SUMO1 PPI mod: -21.9 | NadD block: 4.8
Structure: CCOc1ncccc1C(=O)OCC(=O)Nc1ccc(-c2nc3ccc(C)cc3s2)cc1
  Scp-1 inhibitor: 5.5 | LMPTP inh: -1.4 | Neddylation inh: x | Tb MetRS inh: -0.2 | DNMT1 block: 26.1 | CendR NRP1 mod: -17.4 | STEP inh: -4.9 | SKN-1 block: 2.2 | SUMO1 PPI mod: -0.5 | NadD block: -6.1
Structure: O=C(CSc1nc(C2CC2)nc2ccccc12)Nc1ccccc1Cl
  Scp-1 inhibitor: -5.9 | LMPTP inh: 4.7 | Neddylation inh: i | Tb MetRS inh: -0.1 | DNMT1 block: 10.7 | CendR NRP1 mod: 4.0 | STEP inh: -0.1 | SKN-1 block: -10.2 | SUMO1 PPI mod: -2.1 | NadD block: -9.2
